# Screening results: PubChem, The Scripps Research Institute Molecular Screening Center
# pPAFAH FP inh: inhibitors of human plasma PAF acetylhydrolase (pPAFAH). Q13093. 330,000 compounds, 1.5% hits. AID 463082. recombinant pPAFAH, FP-rhodamine probe fluorescence polarization. inhibition, % at 3.39 µM;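 active = inhibition above the mean inhibition across the screen plus 3 SD, cut at about 25% in these data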;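 note: inhibitors block binding of the rhodamine activity-based probe so polarization drops; 0% = enzyme with DMSO and 100% = wells lacking pPAFAH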
# PAD4 inh: blocks human protein arginine deiminase 4; Q9UM07; recombinant PAD4, RCA probe fluorescence polarization; inhibition, % at 6.36 µM; 330,000 compounds, 0.41% hits;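 active = percent inhibition above a cutoff equal to the mean of all tested compounds plus 3 SD, cut at about 15% in these data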;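 note: 0% = PAD4 with RCA probe and DMSO and 100% = probe without PAD4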
# LYPLA2 inh: LYPLA2 (human) inhibition in PME1 counter-screen. O95372. recombinant LYPLA2, FP-Rh probe fluorescence polarization. inhibition, % at 5.9 µM. 320,000 compounds, 0.38% hits. AID 2177;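 active = inhibition above the screen-wide mean plus 3 SD, limit set per campaign, cut at about 26% in these data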;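 note: 0% = LYPLA2 with DMSO and 100% = wells lacking LYPLA2 enzyme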
# PAFAH2 inh: PAFAH2 (human) inhibition | recombinant PAFAH2, FP-rhodamine activity probe, fluorescence polarization | inhibition, % at 3.39 µM | 340,000 compounds, 0.99% hits;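 active = inhibition above the mean over all tested compounds plus 3 SD, cut at about 30% in these data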;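 note: inhibitors block probe labeling of enzyme so polarization drops; 0% = enzyme with DMSO and 100% = wells lacking PAFAH2 protein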
# PAFAH1B3 FP inh: inhibitors of human PAFAH1B3 | Q15102 | recombinant PAFAH1B3, FP-rhodamine probe, fluorescence polarization | inhibition, % at 3.39 µM | 340,000 compounds, 0.28% hits;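 active = inhibition above the screen-wide average of all tested compounds plus 3 SD, cut at about 25% in these data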;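 note: 0% = enzyme with DMSO only and 100% = wells lacking PAFAH1B3 protein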
# LYPLA1 inh: blocks human lysophospholipase 1, a PME1 counter-screen; O75608; recombinant LYPLA1, FP-Rh probe fluorescence polarization; inhibition, % at 5.9 µM; 320,000 compounds, 0.16% hits;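 active = inhibition above the mean of all tested compounds plus 3 SD, set per campaign, cut at about 14% in these data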;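 note: inhibitors block serine hydrolase probe labeling of LYPLA1 so polarization falls; 0% = enzyme with DMSO and 100% = wells lacking LYPLA1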
# PME-1 inh: PME-1 (human) inhibition; inhibition, % at 5.9 µM; Q9Y570; recombinant PME-1, FP-Rh probe fluorescence polarization; 320,000 compounds, 0.53% hits; AID 2130;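 active = inhibition above the campaign mean of all compounds plus 3 SD, cut at about 26% in these data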;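 note: competitive labeling of PME-1 active site by serine hydrolase directed probe; 0% = PME-1 with DMSO and 100% = wells lacking PME-1 enzyme; inhibitors block probe labeling so polarization falls and inhibition rises; many of its hits are not listed in these tables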
# Target sequence (Q9Y570 whole entry, looked up): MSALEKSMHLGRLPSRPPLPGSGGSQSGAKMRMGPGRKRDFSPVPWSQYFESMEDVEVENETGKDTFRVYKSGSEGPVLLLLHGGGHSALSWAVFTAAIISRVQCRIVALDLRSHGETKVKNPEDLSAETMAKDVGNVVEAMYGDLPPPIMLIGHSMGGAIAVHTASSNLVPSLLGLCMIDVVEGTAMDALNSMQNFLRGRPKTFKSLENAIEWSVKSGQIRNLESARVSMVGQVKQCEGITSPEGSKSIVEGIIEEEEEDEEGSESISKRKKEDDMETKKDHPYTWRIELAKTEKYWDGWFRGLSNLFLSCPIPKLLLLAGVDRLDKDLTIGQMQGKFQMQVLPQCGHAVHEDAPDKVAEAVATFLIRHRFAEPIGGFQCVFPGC
# PAFAH1B2 FP inh: inhibitors of human PAFAH1B2; P68402; recombinant PAFAH1B2, FP-rhodamine activity probe, fluorescence polarization; inhibition, % at 3.39 µM; 340,000 compounds, 1.2% hits; AID 492953;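 active = inhibition above the mean of all tested compounds plus 3 SD, cut at about 24% in these data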;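 note: 0% = enzyme with DMSO and 100% = wells lacking PAFAH1B2; many of its hits are not listed in these tables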
# Target sequence (P68402 whole entry, looked up): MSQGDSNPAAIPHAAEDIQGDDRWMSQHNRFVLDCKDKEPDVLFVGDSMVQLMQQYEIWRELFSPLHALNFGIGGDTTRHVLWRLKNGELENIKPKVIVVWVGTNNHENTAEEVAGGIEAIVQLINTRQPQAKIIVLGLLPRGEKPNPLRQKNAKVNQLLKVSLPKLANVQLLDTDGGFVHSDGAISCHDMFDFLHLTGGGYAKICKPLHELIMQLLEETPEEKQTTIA
# GSTO1 counter: blocks human GSTO1 in RBBP9 counter-screen; recombinant GSTO1, activity-based probe fluorescence polarization; 300,000 compounds, 1.1% hits; AID 1974; inhibition, % at 5.96 µM; P78417;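 active = inhibition above the campaign mean inhibition plus 3 SD, cut at about 35% in these data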;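 note: 0% = GSTO1-1 with DMSO and 100% = wells lacking GSTO1-1 enzyme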
# Target sequence (P78417 whole entry, looked up): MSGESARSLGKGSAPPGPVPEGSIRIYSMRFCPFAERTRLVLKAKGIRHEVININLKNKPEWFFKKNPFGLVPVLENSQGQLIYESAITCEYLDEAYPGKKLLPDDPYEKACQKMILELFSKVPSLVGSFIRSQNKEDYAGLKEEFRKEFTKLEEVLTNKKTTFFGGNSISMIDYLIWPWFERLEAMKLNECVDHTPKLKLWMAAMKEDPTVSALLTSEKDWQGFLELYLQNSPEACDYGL
# The depositor's hits bear a star; . = not tested or not shown.
SMILES,pPAFAH FP inh,PAD4 inh,LYPLA2 inh,PAFAH2 inh,PAFAH1B3 FP inh,LYPLA1 inh,PME-1 inh,PAFAH1B2 FP inh,GSTO1 counter
O=c1c2ccccc2oc2cc(NCCCn3ccnc3)ccc12,-8.6,4.1,-0.3,6.0,9.7,1.1,1.8,-0.4,-17.8
COc1ccc(COc2ccsc2C(=O)Nc2ccc(Cl)c(Cl)c2)cc1,-2.2,1.7,-4.6,-4.2,-17.2,-2.0,-1.9,-3.0,0.3
COc1ccc(CC(=O)N/N=C/c2ccc(-c3cccc(C(=O)O)c3)o2)cc1OC,10.6,-3.0,5.2,1.0,3.5,-0.7,-3.0,-4.2,-10.2
Cc1occc1C(=O)N/N=C/C=C/c1ccccc1[N+](=O)[O-],4.3,-1.3,0.8,3.6,8.3,-1.8,7.2,1.0,6.3
Oc1ccc(Nc2nc3ccccc3nc2Nc2ccc(O)cc2)cc1,11.3,-7.1,-20.0,-35.2,39.5*,-13.4,33.0*,26.7*,-41.9
COc1ccccc1CNC(=O)Cn1cc2c(n1)CCCC2,4.5,-2.3,2.6,4.8,0.6,4.8,-5.0,5.5,6.8
Cc1ccc(C)c(OCc2cc(C(=O)N3CC[C@@H]4CCCC[C@H]4C3)no2)c1,-1.3,-4.0,0.2,-2.5,5.4,0.0,9.1,3.9,-0.1
Cc1cc(Cl)ccc1NC(=S)NCC(O)c1ccccc1 (stereo not given),-5.4,0.1,-5.5,2.9,6.3,3.5,-3.7,3.1,-4.0
CCN(CC)c1ccc(/C=C(\C#N)C(=O)NCc2ccco2)cc1,10.6,-4.5,9.3,.,.,2.4,-2.1,.,12.1
COCCNC(=O)CSc1nc2cc(OC)c(OC)cc2c(=O)n1CCc1ccc(S(N)(=O)=O)cc1,1.2,1.1,2.7,-54.4,8.3,1.8,5.5,3.6,8.9
O=C(Nc1cnn(Cc2ccc(F)cc2)c1)c1cnn2c(C(F)F)cc(-c3ccccc3)nc12,-2.9,-6.3,-4.1,-2.2,-1.5,0.6,1.4,1.0,0.9
CCOc1ccccc1C(=O)NC(C(=O)OCC(=O)Nc1nnc(-c2ccccc2)o1)C(C)C (stereo not given),10.4,4.3,11.8,4.0,-3.4,-0.4,1.1,-0.8,3.8
COc1ccccc1/C=C/C(=O)NC(=S)Nc1ccc(S(=O)(=O)N(C)c2ccccc2)cc1,1.7,-1.3,-15.5,-47.5,-18.9,-6.9,-11.3,-19.4,-10.8
COc1cc(CNCCc2ccccc2F)ccc1OCC(=O)N1CCCCC1,-10.2,-10.2,-2.4,5.8,3.4,-1.7,-2.7,1.8,-4.2
Cc1cc(NS(=O)(=O)c2ccc(NC(=O)Nc3cccc(C(F)(F)F)c3)cc2)no1,0.2,-6.1,-1.3,-21.3,-0.3,-13.0,-6.0,1.3,-23.4
Cc1cc(C)n(-c2nc3c(c(=O)[nH]c(=O)n3C)n2CC(O)COc2ccc(Cl)cc2Cl)n1 (stereo not given),-9.2,1.6,-3.4,-4.2,-3.4,2.2,-5.8,1.8,-3.5
CCOc1ccc(-n2c(C)c(C(C)=O)c3cc(OC(C)=O)ccc32)cc1,0.5,-1.3,-2.5,-2.4,1.5,-3.9,-1.1,-0.1,-0.9
CC(C)(C)NC(=O)CN(C(=O)C(=O)Nc1ccc2c(c1)OCCO2)N1CCOCC1,3.8,2.0,2.8,0.1,-6.8,2.4,4.4,-3.5,3.5
O=c1c2ccccc2nc2sc(Nc3cccc(Cl)c3)nn12,4.6,4.2,-7.9,-3.4,-8.8,-3.5,0.1,-3.9,.
CC1(C)C(c2cccs2)=[N+]([O-])C2(CCCCC/C2=N\NC(N)=S)N1O (stereo not given),1.8,-1.0,-1.0,2.2,-1.3,0.8,-2.4,6.0,8.3
O=c1[nH]cnc(O)c1C(c1ccc(F)cc1)c1c(O)nc[nH]c1=O,-3.0,2.5,6.2,-5.6,-2.6,4.9,-2.7,0.1,5.6
CCc1cc(=O)[nH]c(SCc2ccc(C)cc2)n1,-0.1,-2.6,0.4,4.4,-2.4,-1.1,-1.2,15.2,2.1
CC12CCC(C(=O)Nc3cccc(Cl)c3Cl)([C@H](Br)C1=O)C2(C)C (stereo not given in full),4.0,-1.4,1.8,-0.4,1.5,-1.5,0.0,7.3,-10.1
COc1ccc(CN(C(=O)c2oc3ccccc3c2C)C2CCS(=O)(=O)C2)cc1 (stereo not given),7.4,-0.9,-0.8,-5.9,-3.4,-2.3,-5.5,-1.0,-1.6
O=C(/C=C/c1ccccc1Cl)N(Cc1cccs1)C1CCS(=O)(=O)C1 (stereo not given),18.5,4.5,6.0,1.1,13.8,2.0,5.9,1.9,-7.8

# Entries of single compounds, looked up by structure. Screens in order: pPAFAH FP inh, PAD4 inh, LYPLA2 inh, PAFAH2 inh, PAFAH1B3 FP inh, LYPLA1 inh, PME-1 inh, PAFAH1B2 FP inh, GSTO1 counter
# CCOc1ccc(-n2c(C)c(C(C)=O)c3cc(OC(C)=O)ccc32)cc1 as listed: 0.5, -1.3, -2.5, -2.4, 1.5, -3.9, -1.1, -0.1, -0.9
# COCCNC(=O)CSc1nc2cc(OC)c(OC)cc2c(=O)n1CCc1ccc(S(N)(=O)=O)cc1 as listed: 1.2, 1.1, 2.7, -54.4, 8.3, 1.8, 5.5, 3.6, 8.9
# COc1cc(CNCCc2ccccc2F)ccc1OCC(=O)N1CCCCC1 as listed: -10.2, -10.2, -2.4, 5.8, 3.4, -1.7, -2.7, 1.8, -4.2
# Cc1occc1C(=O)N/N=C/C=C/c1ccccc1[N+](=O)[O-] as listed: 4.3, -1.3, 0.8, 3.6, 8.3, -1.8, 7.2, 1.0, 6.3

# Next part.
SMILES,pPAFAH FP inh,PAD4 inh,LYPLA2 inh,PAFAH2 inh,PAFAH1B3 FP inh,LYPLA1 inh,PME-1 inh,PAFAH1B2 FP inh,GSTO1 counter
CSc1ccc(N2C(=O)NC3(CCCCC3)C2=O)cc1,2.6,1.9,-1.4,-0.6,15.1,-2.3,-3.5,8.0,2.2
O=C1C=CC[C@H](/C=C/C[C@@H](O)C[C@H](O)CCc2ccccc2)O1,6.8,3.0,2.2,.,.,-0.1,0.4,.,-0.6
O=C(NNC(=O)c1csc(N2CCOCC2)n1)c1cccnc1,3.5,0.5,7.3,4.3,5.5,-0.3,-4.5,4.7,4.8
CCN(CC(=O)NCCCN1CCOCC1)S(=O)(=O)c1ccc(Cl)cc1,0.1,-3.7,5.2,-1.2,0.1,2.1,0.6,3.0,8.1
COC(=O)c1cc(NS(=O)(=O)c2ccc(NC(C)=O)cc2)ccc1Cl,3.9,-3.9,-0.1,0.2,-3.5,-0.5,-4.2,2.1,-1.9
O=C(Nc1cccnc1)c1ccc(F)cc1,8.3,0.9,0.9,9.5,-0.3,1.5,6.0,4.8,-3.3
O=C(Nc1nc2nc(-c3ccccc3)cc(-c3ccccc3)n2n1)c1ccco1,0.1,-3.7,-5.4,-5.5,-2.1,-4.4,-8.6,0.1,-3.6
CC(=O)C(Sc1nc(N(C)C)nc(N(C)C)n1)C(=O)Nc1ccccc1 (stereo not given),0.9,-1.4,-1.6,0.7,0.1,-1.6,0.3,6.1,3.6
Cc1ccc(S(=O)(=O)c2nc(S(C)(=O)=O)sc2N2CCOCC2)cc1,3.4,0.1,5.5,6.1,2.9,7.1,3.3,0.8,-2.6
Cc1ccc(C(C)C)c(OCC(=O)NC2CCN(C)CC2)c1,8.9,0.6,1.1,-5.9,4.6,-0.8,8.6,-1.0,0.3
COc1cccc(CNC(=O)c2cccc(S(=O)(=O)N3CCN(c4ccc(F)cc4)CC3)c2)c1,5.4,-0.6,-6.7,7.0,2.0,-4.8,-5.3,-2.5,4.6
COc1ccc(N(CC(=O)Nc2ccc(S(=O)(=O)N3CCOCC3)cc2)S(=O)(=O)c2ccccc2)cc1,1.0,-2.0,-46.7,-12.1,-2.0,-26.3,-24.7,3.5,-12.8
CCOc1ccc(CNC(=O)Cn2nc(C)n3nc(-c4ccccc4)cc3c2=O)cc1,2.0,1.2,-4.7,-5.2,4.8,0.7,-3.4,-0.8,-1.9
CCCN1CCC(=O)N([C@H](CSc2ccc(OC)cc2)CC(C)C)CC1,8.8,0.5,5.0,-4.8,-2.8,4.5,-2.3,10.2,-2.9
COc1cc(-c2nnc(NC(=O)CCS(=O)(=O)c3ccccc3)o2)cc(OC)c1OC,2.5,1.4,1.9,6.0,7.4,-0.5,-6.9,4.2,6.5
CCOC(=O)Nc1ccc2c(CN3CCC(C(=O)OC)CC3)cc(=O)oc2c1,6.9,-1.5,9.1,-0.7,0.8,2.8,2.7,-1.8,-5.2
Cc1cc(SC(C)C(=O)Nc2c(C)n(C)n(-c3ccccc3)c2=O)nc2ccccc12 (stereo not given),0.7,3.0,3.2,-0.7,3.0,-3.3,-2.3,0.8,-6.7
Cc1ccc(NC(=O)Cn2c(=O)n(Cc3ccco3)c(=N)c3c4c(sc32)COC(C)(C)C4)cc1,-2.1,-2.7,3.5,-3.7,-5.4,-3.5,-3.5,-0.6,5.2
CC1(C)C2CCC1(CS(=O)(=O)N1CCC(C(N)=O)CC1)C(=O)C2 (stereo not given),0.8,0.3,2.9,0.2,-0.1,2.3,10.0,-1.3,-4.2
Cc1ccc(S(=O)(=O)NC(C)(C)CSc2nnc(Nc3ccccc3)s2)cc1,21.7,-0.6,-5.0,0.4,7.5,-8.9,6.5,4.7,2.6
COc1ccc(NC(=S)NNC(=O)CNc2ccc(Cl)cc2)cc1,3.2,-2.5,-1.7,2.8,3.8,-2.5,2.7,13.3,10.3
CC1=CC(C)(C)Nc2ccc(C)cc21,-2.0,-1.0,3.4,4.5,5.2,-1.0,-1.7,-2.2,-3.9
Cc1cc(C(=O)COc2ncnc3sccc23)c(C)n1C1CC1,5.1,0.0,13.9,-9.6,-5.9,3.9,-4.1,-0.1,-2.6

# Sorted by value in PME-1 inh (high to low): 4 from the list above.
structure,PME-1 inh
CC1(C)C2CCC1(CS(=O)(=O)N1CCC(C(N)=O)CC1)C(=O)C2 (stereo not given),10.0
CSc1ccc(N2C(=O)NC3(CCCCC3)C2=O)cc1,-3.5
COc1cccc(CNC(=O)c2cccc(S(=O)(=O)N3CCN(c4ccc(F)cc4)CC3)c2)c1,-5.3
COc1ccc(N(CC(=O)Nc2ccc(S(=O)(=O)N3CCOCC3)cc2)S(=O)(=O)c2ccccc2)cc1,-24.7

# These rows are one share of the data (hit frequency here may not be typical).
